# From PubChem
# hiPSC survival: hiPSC single-cell survival enhancement; AID 602274; 0.044% of 360,000 active; survival enhancement, % at 20 µM; ATPlite luminescence; 100% = ROCK inhibitor wells, 0% = DMSO; in the data active = survival enhancement above about 18%;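 also: cells exposed to compounds for 16 hours before the ATP read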
# KKLEB cytotox: counter-screen for CF NF-kB inhibitors: cytotoxicity; KKLEB CF airway cells viability, ATPlite luminescence, overnight; stronger effect = lower value; cells stimulated with P. aeruginosa culture filtrate; activity change (cytotoxicity), % at 5 µM; 0.36% of 360,000 active;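 active = corrected activity change at or below -50% at 5 µM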
# CF NFkB block: cystic fibrosis NF-kB activation inhibition; KKLEB NF-kB-GFP reporter, PAF-induced, GFP fluorescence overnight; inhibition, % at 5 µM; 0.86% of 360,000 active;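 active = at least 50% inhibition at 5 µM, scaled per plate between neutral and stimulator controls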;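 also: PAF is a Pseudomonas aeruginosa culture filtrate used as stimulus; plate controls were PAF-stimulated DMSO wells for no effect and unstimulated DMSO wells for full effect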
# TWEAK-Fn14 inh: blocks TWEAK-Fn14 interaction in a reporter cell assay; inhibition, % at 10 µM; TWEAK-stimulated Fn14 reporter cells, luciferase luminescence, 8 h; 2% of 360,000 active; in the data active = inhibition above about 50%
# Shn3 inh set2: reduces Shn3 3'UTR luciferase signal in osteoblasts; Clone20 osteoblast Shn3 3'UTR firefly luciferase, 24 h; 0.52% of 360,000 active; inhibition, % at 12.5 µM; AID 588674;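 active = mean inhibition of at least 75% with every replicate also reaching 75%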;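 also: 0% = median of neutral control wells and 100% = pilot-screen positive control compound; some compounds past the cut are filed as inactive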
# NR2E3 ag-1: human photoreceptor-specific nuclear receptor agonism; Q9Y5X4; AID 602229; inhibition of corepressor binding, % at 3.98 µM; 0.35% of 360,000 active; CHO-S Gal4-NCOR/VP16-NR2E3 two-hybrid, luciferase;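 active = inhibition above the mean of all tested compounds plus 3 SD, cut at about 70% in these data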;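 also: 0% = DMSO with NR2E3 transfected cells and 100% = cells lacking NR2E3 construct; higher means lower luciferase signal from less NR2E3 corepressor binding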
# Target sequence (Q9Y5X4 whole entry, looked up, the tested form may be a part): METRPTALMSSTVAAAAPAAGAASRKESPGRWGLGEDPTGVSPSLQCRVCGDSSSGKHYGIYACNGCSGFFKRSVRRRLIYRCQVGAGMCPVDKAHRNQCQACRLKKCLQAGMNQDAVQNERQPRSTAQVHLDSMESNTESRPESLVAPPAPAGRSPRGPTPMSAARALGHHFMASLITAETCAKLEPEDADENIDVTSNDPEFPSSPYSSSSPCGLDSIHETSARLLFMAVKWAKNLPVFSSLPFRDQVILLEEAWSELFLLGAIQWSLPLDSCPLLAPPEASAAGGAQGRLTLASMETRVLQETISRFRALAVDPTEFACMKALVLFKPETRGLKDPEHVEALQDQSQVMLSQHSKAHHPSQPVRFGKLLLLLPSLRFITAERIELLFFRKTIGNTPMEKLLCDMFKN
# aDG glyco up: increases alpha dystroglycan glycosylation | Pro5-aDG cells, alpha-DG glycosylation AlphaScreen (IIH6); 0% Pro5, 100% B10-LARGE cell signal | 0.22% of 360,000 active | AID 624168 | activation, % at 10 µM;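 active = activation of at least 8% versus controls, or a plate z-score of at least 8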;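 also: Pro5 are CHO cells carrying HIG-tagged alpha-DG that lacks glycosylation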
# Peg3 prom inh: reduces Peg3 promoter-driven luciferase expression in HeLa; HeLa PEG-Prom luciferase reporter, luminescence, overnight; 1.7% of 360,000 active; inhibition, % at 20 µM; AID 588405;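 active = inhibition of at least 50% at 20 µM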
# NR2E3 ag-2: NR2E3 (human) agonism. GST-NR2E3/biotin-RetCOR TR-FRET, 1536-well. AID 2300. Q9Y5X4. inhibition of corepressor binding, % at 4.78 µM. 0.12% of 320,000 active;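 active = percent inhibition above the cutoff of mean plus 3 SD of all tested compounds, set per screening campaign, cut at about 20% in these data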;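 also: 0% = DMSO wells and 100% = biotin wells as full block of FRET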
#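 Test system – NR2E3–RetCOR corepressor complex · Quantity – NR2E3 fusion 1.35 nM · Buffer or medium – Tris pH 7.5 · Incubation – Compound–protein incubation for 5 h at 4 °C · Technique – TR-FRET, Eu(K)-anti-GST donor, streptavidin-D2 acceptor, ex 340, em 617/671 nm · Evaluation – percent inhibition of 671/617 nm emission ratio versus biotin and DMSO controls · Plate – 1536-well format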
# MITF TRPM1 inh: inhibitors of MITF-driven TRPM1 promoter in melanoma cells; AID 488899; 0.83% of 330,000 active; SK-MEL-5 TRPM1 promoter luciferase, 24 h; inhibition, % at 12.5 µM;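 active = mean inhibition across replicates of 60% or more, whatever share of single replicates reaches that level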; also: values of inactives mirror those of a sister screen read the other way
# HIF-2a block: HIF-2a inhibition; 786-0 RCC cells HIF-2a reporter, luciferase luminescence, overnight; inhibition, % at 18.8 µM; 0.72% of 360,000 active; AID 624352;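 active = inhibition of the luminescence signal of 40% or more relative to plate controls, in a single-dose primary screen at 18.75 µM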
# An asterisk follows results filed as active; · = no result given.
SMILES,hiPSC survival,KKLEB cytotox,CF NFkB block,TWEAK-Fn14 inh,Shn3 inh set2,NR2E3 ag-1,aDG glyco up,Peg3 prom inh,NR2E3 ag-2,MITF TRPM1 inh,HIF-2a block
CC(C)[Si]1(C(C)C)OCC2OC(n3cnc4c(N)ncnc43)C(N)C2O[Si](C(C)C)(C(C)C)O1 (stereo not given),-0.7,-13,47,9,8,13,1.0,43,·,-5,32
Cc1ccc(-c2ccc(S(=O)(=O)N3CCN(C)CC3)cc2)cc1,-2.7,10,-2,-3,5,-2,0.1,-17,-4,3,-9
O=C(Nc1cccc(Cl)c1)C1CCN(C(=O)c2cccs2)CC1,-0.1,-2,6,16,11,-15,0.0,6,-3,-3,8
O=C(NC(=S)Nc1cc(C(F)(F)F)ccc1N1CCOCC1)c1sc2ccccc2c1Cl,0.9,-48,41,36,15,-9,-0.7,29,1,10,24
O=C(c1cc(=O)c2ccccc2o1)N1CCCc2ccccc21,1.2,-2,10,52*,-14,-26,-0.1,-26,-2,2,-33
COc1ccc(CCNC(=O)c2cnc3scc(C)n3c2=O)cc1OC,0.1,4,-8,-3,27,6,0.1,20,-2,3,12
CC(C)OC(=O)c1cccc(-c2ccc(C=O)o2)c1,-1.7,0,-12,-7,-31,-22,-0.3,-331,-3,4,5
CC(=O)Nc1ccc(/C=C(\C#N)S(=O)(=O)c2ccc(C)cc2)cc1,1.1,-7,-10,0,-9,13,0.1,4,·,3,6
C=CCNCCCOc1ccc(C)cc1Br,-1.1,9,3,-30,-3,-15,0.1,-48,0,-12,-42
CCCc1cc(C(=O)Nc2sc3c(c2C#N)CCC3)no1,1.5,-7,14,100*,-18,-90,-0.1,-26,5,-27,-169
Cn1c(SCCOc2ccc(Cl)cc2)nnc1-c1ccncc1,0.4,-13,-4,3,2,-12,0.2,2,-1,-7,11
CC(=O)C1=C(O)CC(C)(C)CC1=NCc1nc2ccccc2[nH]1,3.6,-4,12,-10,-5,-13,0.4,21,-1,15,8
O=C(CNC(=O)c1ccc(OC(F)F)cc1)NCc1ccccn1,-0.1,-7,2,0,4,-7,-0.1,6,5,1,0
COc1ccc(NC(=O)C(=O)NCc2ccncc2)c(OC)c1,3.1,0,-4,-6,-10,-2,-0.1,1,3,-11,17
O=C(Cc1ccc(NC(=O)C2CCN(C(=O)C3CCCCC3)CC2)cc1)Nc1ccc(C(=O)N2CCOCC2)cc1,2.7,5,-16,10,-8,-10,0.1,-15,·,1,5
COc1ccc(-c2[nH]ncc2CN2CCCCCCC2)c(OC)c1,-0.1,-9,4,-3,11,-24,-0.4,-8,1,-5,14
O=C(CSc1nnc(-c2ccccc2)o1)NC1CCCC1,-0.4,-1,-7,-2,-6,-19,-0.1,-17,1,-11,-14
CC(=O)c1ccc(NS(=O)(=O)c2cccc(C(=O)Nc3ccccc3C(=O)O)c2)cc1,-0.1,-3,-6,82*,11,-27,-0.1,12,-2,-15,5
CCC1(C)Cc2ccccc2-c2[nH][nH]c(=O)c21 (stereo not given),-1.3,0,14,19,6,8,-0.3,11,1,8,18
COc1cc2c(cc1NC(=O)c1cccc(S(=O)(=O)N(C)C)c1)oc1ccccc12,-1.9,-16,-17,-25,-41,-82,0.5,-146,-5,-20,-162
O=C(c1ccc(S(=O)(=O)N2CCOCC2)cc1)N(c1ccc(F)cc1)C1C=CS(=O)(=O)C1 (stereo not given),0.1,3,10,-3,-8,-23,0.0,-6,0,6,-3
Cc1c(NC(=O)c2cc(-c3ccc(Cl)s3)nc3ccccc23)c(=O)n(-c2ccccc2)n1C,-1.8,-13,-20,31,10,-22,-0.1,48,-3,4,-7
CC(=O)c1coc2ccc(OCC(=O)O)cc12,-1.0,-3,-14,19,7,-3,-0.3,4,5,-9,0
Cc1ccc(-c2cccc([C@H]3[C@@H]4C=CC[C@@H](C)[C@@H]4C(=O)N3Cc3ccccc3)c2)cc1,1.4,4,18,6,-12,8,-0.1,10,·,6,5
O=C(c1cnccn1)N1CCN(C/C=C/c2ccccc2)CC1,8.6,-1,6,-6,-4,-26,0.0,20,2,0,16
O=C1CC(N2CCCc3ccccc32)C(=O)N1c1ccccc1 (stereo not given),2.3,-7,2,-1,10,-6,0.0,4,-2,4,-10
CC(=O)N1[C@H](Cc2ccccc2)C=C[C@]1(C)C(=O)NCc1ccc(C)o1,-1.1,-11,6,4,-3,-6,0.1,-7,3,11,2
NC(=O)c1ccsc1NC(=O)C1CC1,0.2,-10,14,-36,0,-4,-0.1,5,1,11,-7
CN1CCc2c(n(CC(O)CN3CCN(CCO)CC3)c3ccccc23)C1=O (stereo not given),1.1,16,-22,-3,-12,2,0.1,2,-1,-11,9
O=C(Cc1cccs1)NC(Cc1c[nH]c2ccccc12)C(=O)O (stereo not given),-0.1,6,-3,-6,-10,-1,-0.1,17,-1,0,21
O=C(c1cc2c(c(-c3cccc(-c4ccncc4)c3)n1)[C@H](CCO)N(C(=O)c1ccc3c(c1)OCO3)C2)N1CCOCC1,-0.1,·,·,-12,·,-13,0.3,·,·,·,8
CCOC(=O)C(C)Oc1ccc(C2NC(=O)NC(C)=C2C(C)=O)cc1Br (stereo not given),-0.7,5,-3,-2,-5,-25,0.1,-5,1,7,7
C=C1CC2C(=O)N(Cc3ccccc3)C(C(=O)OCC)(C(=O)OCC)C1N2C(=O)OC(C)(C)C (stereo not given),-2.0,1,16,-11,17,-4,-0.1,1,-2,2,-2
COC(=O)c1cnc(SCc2ccc([N+](=O)[O-])cc2)n1C,0.9,-1,-10,1,·,-10,-0.2,-20,1,·,-18
CCCc1nnc(-c2ccc(OC)cc2)o1,1.6,4,8,-7,-21,-14,-0.3,-71,1,-16,-51
Cc1nc(N2C(=O)C(=O)/C(=C(/O)c3ccccc3)C2c2ccco2)sc1C (stereo not given),1.6,4,-11,8,-13,-11,-0.1,8,5,5,3
C=CCn1cc(CN2CCC(C(=O)Nc3cccc(-c4cccc(Cl)c4)c3)CC2)c(C)n1,-0.6,-7,15,2,14,7,-0.4,-109,4,75*,9
CCOC(=O)N1CCN(C(=O)CCn2nc(-c3ccccc3)ccc2=O)CC1,1.7,-8,16,-5,-12,16,0.0,12,-1,2,-6
COc1cc(C(=O)NCC(=O)N/N=C/c2ccc(-c3ccc([N+](=O)[O-])cc3)o2)cc(OC)c1OC,0.0,-6,-22,-9,4,6,0.1,25,2,25,5
CCOc1ccc(C2C(C(=O)O)CCC(=O)N2C2CCCCC2)cc1 (stereo not given),1.3,-1,10,7,-11,-20,0.2,1,-2,1,13
CCOC(=O)CCn1c2nc(C)cc(C)c2c(=O)n1-c1ccccc1,-0.5,13,-15,10,17,-12,0.1,13,3,1,19
CCC(C)NC(=O)c1cc(-c2ccc3c(c2)OCO3)on1 (stereo not given),-0.6,-7,-9,26,-47,-148,0.0,-376,-2,-86,-161
c1cc(-c2ccc3[nH]ccc3c2)n2ccnc2c1,4.6,-3,-3,-3,-6,11,0.4,-57,·,·,-92
Cc1ccc(NC(=S)NC(=O)c2ccc(F)cc2)cc1S(=O)(=O)Nc1cccc(Cl)c1,-0.3,-4,32,68*,29,-15,-0.5,18,-1,12,9
COc1ccc(NC(=O)C2CCN(S(=O)(=O)c3cccc4nonc34)CC2)cc1,0.0,2,0,55,6,-4,-0.2,21,4,2,4
Nc1ccc(Br)c2cccnc12,-0.2,-5,-14,16,-25,-36,1.6,4,3,25,-6
Cc1cc(C)cc(C(=O)Nc2ccc(N3CCCC3)cc2)c1,-0.1,-15,2,-34,-89,-112,0.1,-264,-3,-18,-281
COC(=O)C1=CN(Cc2cccs2)C=C(C(=O)OC)C1c1ccc(OC)cc1OC,-4.8,-4,-11,6,23,-26,0.7,9,4,11,12
O=C(Nc1ccc2c(c1)OCCO2)C1CCN(c2ncccn2)CC1,1.4,6,-8,-4,-44,4,0.6,-30,4,-8,-52
Fc1ccccc1-c1nc(N2CCCCC2)c2ccccc2n1,-0.6,-6,5,17,-4,-11,0.1,27,1,10,3
# Remaining list, next part:
SMILES,hiPSC survival,KKLEB cytotox,CF NFkB block,TWEAK-Fn14 inh,Shn3 inh set2,NR2E3 ag-1,aDG glyco up,Peg3 prom inh,NR2E3 ag-2,MITF TRPM1 inh,HIF-2a block
O=C(c1ccc(C#CC2(O)CCCCC2)cc1)N1CCN(C(c2ccccc2)c2ccccc2)CC1,-0.2,17,6,9,2,-34,0.0,19,2,13,0
Cc1ccc(NC(=O)c2cccc(S(=O)(=O)N3CCN(c4ccc(F)cc4)CC3)c2)nc1,-0.5,0,-22,18,61,14,0.9,17,-1,10,15
O=C(COc1ccc(-c2nnco2)cc1)Nc1c(F)cccc1F,0.6,7,1,-17,-14,19,0.0,-49,-5,-32,-72
Cc1cc(C)n(-c2nc3ccccc3nc2N2CCN(C(=O)c3ccccc3)CC2)n1,0.7,6,-3,-2,3,-37,0.2,11,0,0,21
